High-throughput results deposited in PubChem by Sanford-Burnham Center for Chemical Genomics.
CXCR6 block = CXCR6 receptor inhibitors, primary screen, cell-based, beta-arrestin, luminescence, CHO-K1 PathHunter, 1536-well; C-X-C chemokine receptor type 6 (Homo sapiens), O00574; inhibition, % at 20 µM; 0.36% of 360,000 active; AID 602244, 2012; in the data active = inhibition above about 34%, passing the limit was not always enough;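 note: antagonist mode with CXCL16 agonist at 10 nM final; 0% = 10 nM CXCL16 with DMSO and 100% = unstimulated wells without agonist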
CCR6 antag = CCR6 receptor antagonists, primary screen, cell-based, CHO-K1, luminescence, beta-arrestin, uHTS; C-C chemokine receptor type 6 (Homo sapiens), P51684; CHO-K1 CCR6 PathHunter beta-arrestin, CCL20-stimulated; inhibition, % at 20 µM; 0.49% of 340,000 active; AID 493098, 2011;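 active = compounds whose inhibition of the agonist-driven luminescence signal at 20 µM reaches about 50%, limit read from the data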;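 note: cells stimulated with CCL20 at 14 nM final; plate controls were DMSO with CCL20 for no effect and DMSO without agonist for full effect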
Target sequence (P51684 whole entry, looked up): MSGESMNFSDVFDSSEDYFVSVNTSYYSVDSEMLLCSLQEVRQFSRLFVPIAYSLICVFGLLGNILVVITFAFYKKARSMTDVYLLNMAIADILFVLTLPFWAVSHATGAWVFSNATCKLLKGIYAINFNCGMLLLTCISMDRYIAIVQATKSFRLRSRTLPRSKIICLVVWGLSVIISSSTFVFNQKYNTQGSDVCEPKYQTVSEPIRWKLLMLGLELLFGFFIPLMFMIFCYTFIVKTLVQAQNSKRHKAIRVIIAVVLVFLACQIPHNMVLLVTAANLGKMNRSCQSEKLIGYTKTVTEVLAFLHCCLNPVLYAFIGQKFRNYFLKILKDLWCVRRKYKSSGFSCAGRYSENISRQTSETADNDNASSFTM
Jurkat NFkB inh = inhibitors of induced NF-kB luciferase reporter, primary screen, TCR NF-kB activation inhibitor project, cell-based, luminescence, uHTS. Jurkat, PMA/ionomycin-induced NF-kB luciferase reporter. 0.53% of 330,000 active. AID 435003, 2010. inhibition, % at 4 µM; in the data active = inhibition above about 50%
Gli-Sufu block = Gli-Sufu pathway antagonists, primary screen, luciferase luminescence, Sufu-KO-LIGHT cells, uHTS | Sufu-KO-LIGHT fibroblasts, Gli luciferase reporter luminescence | inhibition, % at 5 µM | 0.74% of 340,000 active;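 active = inhibition above about 55%, limit read from the data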;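 note: 0% = DMSO-treated cells and 100% = wells with medium but no cells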
697 NFkB inh = inhibitors of PMA/ionomycin-induced NF-kB reporter, 697 cells, primary screen, B-cell NF-kB inhibitor project, cell-based, luminescence, uHTS | 0.33% of 330,000 active | AID 435022, 2010 | inhibition, % at 4 µM | 697 B-cell NF-kB luciferase reporter, 16 h; in the data active = inhibition above about 35%
UBC13 polyUb = UBC13 polyubiquitin chain formation inhibitors, primary screen, biochemical, TR-FRET, uHTS; 0.47% of 330,000 active; inhibition, % at 20 µM; AID 485273, 2010; Ubiquitin-conjugating enzyme E2 N (Homo sapiens), P61088; in the data active = inhibition above about 45%, passing the limit was not always enough
EBI2 antag = EBI2 receptor antagonists, beta-arrestin recruitment, primary screen, cell-based, luminescence, 7a,25-OHC stimulation, uHTS | 0.81% of 360,000 active | inhibition, % at 5 µM | G-protein coupled receptor 183 (Homo sapiens), P32249 | 7a,25-OHC stimulated; in the data active = inhibition above about 38%;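 note: enzyme fragment complementation signal reports receptor beta-arrestin coupling in cells; 0% = agonist plus DMSO wells and 100% = wells without agonist; some results beyond the cut were filed as inactive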
Target sequence (P32249 whole entry, looked up, the tested form may be a part): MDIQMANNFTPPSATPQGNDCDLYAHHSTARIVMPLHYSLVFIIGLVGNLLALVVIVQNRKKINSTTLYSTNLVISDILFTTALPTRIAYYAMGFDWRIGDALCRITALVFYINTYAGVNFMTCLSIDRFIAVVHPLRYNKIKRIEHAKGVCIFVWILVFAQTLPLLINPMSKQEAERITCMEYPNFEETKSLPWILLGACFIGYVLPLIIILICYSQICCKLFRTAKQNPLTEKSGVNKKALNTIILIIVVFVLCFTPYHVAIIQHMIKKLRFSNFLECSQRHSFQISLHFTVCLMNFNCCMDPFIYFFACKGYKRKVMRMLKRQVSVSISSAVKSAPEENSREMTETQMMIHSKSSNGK
APJ antag = antagonists of human apelin receptor APJ, primary screen, CHO-K1 cells, beta-arrestin complementation, luminescence | inhibition, % at 20 µM | P35414 | 0.32% of 330,000 active;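 active = inhibition above about 40% at 20 µM, limit read from the data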;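 note: cells challenged with 10 nM apelin-13 agonist together with compound; plate controls were apelin-13 plus DMSO wells for no effect and DMSO wells lacking apelin-13 for full effect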
Target sequence (P35414 whole entry, looked up): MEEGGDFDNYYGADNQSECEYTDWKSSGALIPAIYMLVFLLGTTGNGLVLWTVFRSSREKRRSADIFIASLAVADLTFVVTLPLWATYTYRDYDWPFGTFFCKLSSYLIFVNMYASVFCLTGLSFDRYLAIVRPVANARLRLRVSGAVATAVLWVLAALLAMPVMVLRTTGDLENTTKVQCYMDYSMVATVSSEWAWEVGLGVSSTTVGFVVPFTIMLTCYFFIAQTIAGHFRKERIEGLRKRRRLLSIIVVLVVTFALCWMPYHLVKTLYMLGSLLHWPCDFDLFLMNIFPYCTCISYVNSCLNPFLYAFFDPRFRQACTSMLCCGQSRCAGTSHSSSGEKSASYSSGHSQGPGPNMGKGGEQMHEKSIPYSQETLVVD
An asterisk follows results filed as active; / = not tested or not shown.

SMILES | CXCR6 block | CCR6 antag | Jurkat NFkB inh | Gli-Sufu block | 697 NFkB inh | UBC13 polyUb | EBI2 antag | APJ antag
CCOc1ccc(NS(=O)(=O)c2cc(C(=O)NCCCN3CCCC3=O)ccc2C)cc1 | 4 | -3 | -1 | 2 | -10 | -1 | 8 | -28
CC1(C)Cc2c(c(-c3ccco3)nc3sc4c(NCC5CCCO5)ncnc4c23)CO1 (stereo unspecified) | -3 | 21 | 5 | -20 | 12 | 5 | 21 | 14
CCn1cc(C(=O)Nc2ccccc2C(=O)OC)cn1 | 0 | -8 | -4 | 0 | 0 | 1 | -10 | 8
NS(=O)(=O)c1ccc(NC(=O)CSc2ccc3ccccc3n2)cc1 | -15 | -4 | -8 | 3 | -21 | -4 | 4 | -10
COc1ccc(CCNC(=O)COC(=O)Cc2ccccc2[N+](=O)[O-])cc1 | 2 | 2 | -15 | -2 | 2 | -2 | 1 | 9
CCOc1ccc(C(=O)COC(=O)c2nc3nccc(C)n3n2)cc1 | -5 | -2 | -11 | -6 | 20 | -6 | 0 | 6
CCOC(=O)N(NC(=O)C(O)(CC(C)C)CC(C)C)c1ccccc1 | 2 | 15 | -1 | -1 | -7 | -10 | -5 | 5
CCC(Oc1ccccc1OC)C(=O)N1CC(=O)Nc2ccccc21 (stereo unspecified) | 0 | 14 | 0 | -25 | -1 | 0 | -5 | 16
CN1CCCC(OC(=O)COc2ccc(Br)cc2)C1 (stereo unspecified) | -4 | 0 | 7 | 1 | 20 | 4 | 4 | 29
Cc1ccccc1OCCn1cc(C=O)c2ccccc21 | -10 | 15 | 7 | 11 | -6 | 11 | 2 | -13

Among those listed so far, three have sulfur.
SMILES | CXCR6 block | CCR6 antag | Jurkat NFkB inh | Gli-Sufu block | 697 NFkB inh | UBC13 polyUb | EBI2 antag | APJ antag
CCOc1ccc(NS(=O)(=O)c2cc(C(=O)NCCCN3CCCC3=O)ccc2C)cc1 | 4 | -3 | -1 | 2 | -10 | -1 | 8 | -28
CC1(C)Cc2c(c(-c3ccco3)nc3sc4c(NCC5CCCO5)ncnc4c23)CO1 (stereo unspecified) | -3 | 21 | 5 | -20 | 12 | 5 | 21 | 14
NS(=O)(=O)c1ccc(NC(=O)CSc2ccc3ccccc3n2)cc1 | -15 | -4 | -8 | 3 | -21 | -4 | 4 | -10

The list goes on:
SMILES | CXCR6 block | CCR6 antag | Jurkat NFkB inh | Gli-Sufu block | 697 NFkB inh | UBC13 polyUb | EBI2 antag | APJ antag
O=C(N/N=C/c1ccccn1)c1cccnc1 | 2 | 0 | -12 | 4 | 3 | -6 | -3 | -3
COc1cc(/C=c2\s/c(=C(/C#N)C(=O)N3CCCC3)n(-c3ccccc3)c2=O)ccc1O | 27 | 50 | 14 | 4 | 30 | -81 | 5 | 30
O=C(NCCC(c1ccccc1)c1ccccc1)c1ccc(Br)o1 | 12 | 22 | -15 | -3 | -29 | -9 | 6 | 9
Cc1cccc(C)c1NS(=O)(=O)c1ccc(OCCNS(C)(=O)=O)cc1 | 4 | -5 | -17 | -3 | 0 | 0 | -2 | 2
O=[N+]([O-])c1ccc(N2CCN(Cc3cccc([N+](=O)[O-])c3)CC2)cc1 | 5 | 28 | 42 | 34 | -7 | -6 | 4 | 12
Cc1ccc(CCN2CC(C(=O)NCCCN3CCC(C)CC3)CC2=O)cc1 (stereo unspecified) | -4 | 1 | -15 | -13 | -5 | 0 | 6 | 0
Cc1cc(NC(=O)CN2C(=O)CCSc3ccccc32)no1 | 1 | -4 | 3 | -7 | 4 | 4 | -6 | 9
COc1ccccc1OCCSc1nnnn1-c1ccc(C)cc1 | 0 | 6 | -17 | -29 | -17 | 1 | 8 | 19
COCCn1c(SCC(=O)N2CCCCCC2)nc2c(c1=O)SCC2 | 1 | 10 | 14 | 4 | -15 | -10 | 5 | 3
O=C(NN1C(=O)C2C3C=CC(C3)[C@H]2C1=O)c1cccnc1 (stereo partly specified) | -11 | 8 | 12 | -10 | -7 | -12 | 6 | -20
CCc1ccc2[nH]c(=O)c(CN(CCN3CCCC3)C(=O)NC3CCCCC3)cc2c1 | 12 | 6 | -15 | 14 | -4 | 0 | -10 | -10
Nc1cc(Cl)ccc1C(=O)OCC(=O)NCc1cccs1 | -9 | 10 | -3 | -3 | 11 | 16 | -9 | -8
O=C(C[C@H]1C[C@H](C(=O)N2CCOCC2)[C@@]2(CCC3CCCC3)c3[nH]c4cc(-c5ccco5)ccc4c3CCN2C1=O)NCCCn1ccnc1 | 5 | 15 | / | 27 | -2 | / | -4 | /
CCCCC(=O)Nc1ccc(C(=O)NCCN2CCOCC2)cc1 | 8 | 12 | 19 | -2 | -1 | -4 | 4 | 7
CCOc1ccc(CN2CCN(C/C=C/c3ccc(OC)cc3)CC2CCO)cc1 (stereo unspecified) | 3 | 1 | 7 | 28 | -5 | -6 | 8 | -7
C=C(C)C(=O)N1CC2(CC(c3cccc(NC(=O)CC(c4ccccc4)c4ccccc4)c3)=NO2)C[C@H]1C(N)=O (stereo partly specified) | -1 | 15 | -5 | 15 | -12 | 10 | 13 | 3
Cc1ccc(-c2nnn(CC(=O)Nc3nnc(C(C)C)s3)n2)cc1 | -1 | 10 | 4 | -3 | 11 | 0 | -21 | 18
CS(=O)(=O)N1CCN(c2ccccc2NC(=O)c2ccco2)CC1 | 2 | 10 | 8 | 4 | 16 | 2 | -2 | 9
Nc1ccnn1Cc1ccncc1 | -26 | -1 | -10 | -2 | 3 | -10 | 2 | -2
Cc1ccc(C)c(C(=O)N(Cc2nc(-c3ccc(Cl)cc3)no2)C(C)C)c1 | 8 | 19 | -6 | 1 | 1 | 10 | -1 | 12
Cc1ccc(-c2ccc(C(=O)O)c(C)n2)cc1 | 4 | 2 | 0 | 2 | -3 | 2 | 1 | 9
C=CC[n+]1c(-c2ccc(C)cc2)csc1Nc1c(C)n(C)n(-c2ccccc2)c1=O | 27 | 30 | 12 | 9 | 8 | -7 | 2 | 20
CCC(OC(=O)c1ccco1)C(=O)NCc1ccc2c(c1)OCO2 (stereo unspecified) | -3 | 10 | 13 | -2 | 6 | 6 | -16 | -18
Cc1ccc(C(=O)Cn2c(=N)n(N)c3ccccc32)cc1 | 3 | 8 | -122 | -5 | -150 | -3 | -3 | 9
CCCCCCCCOc1ccc(C2OC34CCCCC3C(C#N)(C#N)C2(C#N)C(=N)O4)cc1 (stereo unspecified) | -1 | 19 | 2 | 2 | 1 | 1 | -9 | -1
CC1CCN(S(=O)(=O)c2ccccc2)CC1 | 13 | 12 | 3 | -1 | 2 | -1 | 3 | 13
COc1cc(C(=O)NNC(=O)C2CCCC2)cc(OC)c1OC | 0 | 2 | -16 | 20 | -7 | 1 | -7 | -6
CCOc1c(Cl)cc(CNCC(O)c2ccccc2)cc1OC (stereo unspecified) | 2 | -7 | -16 | 4 | -7 | -5 | 5 | 5
COc1ccc(C2CC(=O)Nc3sc(=N)c4c(N)c(C#N)c(N)nc4c32)cc1OC (stereo unspecified) | -5 | 11 | 5 | 6 | 2 | -7 | -23 | 4
O=C(CSc1nccc(=O)[nH]1)c1ccccc1Br | 1 | -15 | -3 | 6 | 13 | 0 | 4 | 13
COc1ccc(OC)c(NC(=O)COC(=O)CCS(=O)(=O)c2ccc(Cl)cc2)c1 | 3 | 10 | -7 | -8 | 16 | 4 | 2 | 2
Cc1c(NC(=O)C(C)n2cc([N+](=O)[O-])cn2)c(=O)n(-c2ccccc2)n1C (stereo unspecified) | -5 | -5 | 4 | -1 | -4 | -15 | 2 | 4
COc1ccc(NC(=O)Nc2ccccn2)cc1OC | -12 | -10 | -19 | -10 | -5 | 1 | -3 | 2
Cn1cccc1/C=N/N1CCN(Cc2cccc3ccccc23)CC1 | 29 | 37 | 4 | -1 | 7 | 3 | 10 | 6
CCC(C)[C@H](NC(=O)[C@H](Cc1ccccc1)n1c(=O)[nH]c2ccccc2c1=O)C(=O)N1CCC[C@@H]1C(=O)O (stereo partly specified) | 0 | 6 | -8 | -3 | 1 | -9 | -6 | -89
COC(=O)c1cccc(NC(=O)c2ccccc2)c1 | 2 | 5 | 3 | -8 | 6 | 7 | -12 | 6
O=C(CNS(=O)(=O)c1cccc(C(F)(F)F)c1)NC1CCCCCC1 | -1 | 8 | -9 | 1 | 7 | 7 | 5 | 9
C/C(=C\c1cc(C(=O)O)c(C)o1)CO | -5 | 3 | 3 | 7 | 7 | -8 | -21 | 1
COC(=O)c1[nH]c2ccccc2c1NS(=O)(=O)c1ccc(OC)cc1OC | 7 | 13 | 1 | 6 | 5 | 6 | -1 | 13
COc1ccc(-c2cc(C(=O)NCCCN3CCOCC3)on2)cc1OC | 5 | -4 | -10 | 10 | -2 | 2 | -11 | -5
COc1ccc(Cl)cc1NC(=O)CSc1nncn1-c1cccnc1 | -3 | 2 | -9 | -2 | 13 | 5 | -8 | 14
O=C(Nc1ccn(Cc2c(F)c(F)c(F)c(F)c2F)n1)c1cccc(Cn2cc([N+](=O)[O-])cn2)c1 | 7 | 20 | -1 | 0 | -5 | -6 | 11 | 19
COc1ccc(N2CCN(C(=O)COC(=O)/C=C/c3ccc(OC(F)F)cc3)CC2)cc1 | -10 | 9 | 21 | -5 | -23 | -11 | 9 | 6
Cc1ccc(CNC(=O)CSc2nnc3n2CCCCC3)cc1 | 0 | 3 | -10 | 21 | -2 | -7 | 1 | 0
Cc1cc(C)nc(CCNC(=O)CC2C(=O)NCCN2Cc2ccccc2)n1 (stereo unspecified) | -3 | 8 | 4 | 52 | -7 | 1 | -4 | -11
CCc1cc(C(=O)N2CCN(c3ncccn3)CC2)sc1C | -10 | 12 | 14 | -4 | 16 | 7 | 3 | 7
COc1ccc(-c2cc(C(F)(F)F)n3ncc(C(=O)O)c3n2)cc1OC | -1 | -11 | 0 | -9 | 14 | -1 | -2 | 21
Cc1ccc(-c2csc(NC(=O)C3=NN(C4CCS(=O)(=O)C4)C(=O)CC3)n2)cc1 (stereo unspecified) | 2 | 2 | 9 | -3 | -4 | 1 | -5 | 0
O=C(Nc1ccccc1OC(F)F)c1cccc(S(=O)(=O)N2CCCC2)c1 | 4 | 1 | -2 | -7 | 5 | 0 | 10 | 2
CSc1ccccc1NC(=O)Cc1ccccc1 | -2 | 11 | -13 | 10 | 15 | -4 | -7 | 2
Additional structures:
SMILES | CXCR6 block | CCR6 antag | Jurkat NFkB inh | Gli-Sufu block | 697 NFkB inh | UBC13 polyUb | EBI2 antag | APJ antag
O=C(O)c1nn(-c2cccc(Cl)c2)c(=O)cc1O | -6 | -1 | -5 | 15 | -16 | 3 | -6 | 3
O=C(O)c1ccc(OCC(O)Cn2cnc3ccccc32)cc1 (stereo unspecified) | 2 | 8 | -9 | 4 | 2 | -1 | -1 | 16
Oc1ccc(C=Nc2cccc3ccccc23)c(O)c1 | -19 | 1 | -14 | 12 | -63 | -61 | -1 | -26
COc1ccc(C(C)(C)C)cc1NC(=O)COc1ccc(-c2nnco2)cc1 | -12 | 22 | 9 | -1 | -25 | 18 | 18 | -3
O=S(=O)(c1ccc(F)cc1)N1CCN(CC(O)COc2ccccc2F)CC1 (stereo unspecified) | -2 | 13 | 7 | 3 | -15 | 1 | 30 | -9
Cc1sc(NC(=O)C2CCCCC2C(=O)O)c(C(N)=O)c1-c1ccc(C(C)(C)C)cc1 (stereo unspecified) | -6 | 17 | -3 | / | -4 | -12 | -4 | 21
COc1ccc(F)cc1COc1nc(C)nc2ccccc12 | 6 | 10 | -10 | 61* | 6 | 6 | 2 | -1
CC(=O)Nc1ccc(NS(=O)(=O)c2cc(Cl)sc2Cl)cc1 | 6 | 1 | 4 | -7 | -7 | 0 | 1 | 8
CCCCc1ccc(-c2csc(/C(C#N)=C/c3ccc(C)o3)n2)cc1 | 0 | 5 | -5 | -6 | -11 | 2 | 4 | 9
COc1ccc(NC(=O)CN2C(=O)C(C)Oc3ccccc32)c(OC)c1 (stereo unspecified) | -12 | -15 | -4 | 5 | -10 | -7 | 4 | 17
